Source: PubChem
Polio RdRp inh: poliovirus RNA polymerase inhibition. % elongation, % (compound at 16.7 µg/mL). AID 588519. 0.66% of 150,000 active. poliovirus polymerase elongation, fluorescence polarization; hits give low values. P03300; in the data active means % elongation below about 90%; further: some results filed as inactive read as strong as hits
Target sequence (P03300 1749-2209 limits assumed): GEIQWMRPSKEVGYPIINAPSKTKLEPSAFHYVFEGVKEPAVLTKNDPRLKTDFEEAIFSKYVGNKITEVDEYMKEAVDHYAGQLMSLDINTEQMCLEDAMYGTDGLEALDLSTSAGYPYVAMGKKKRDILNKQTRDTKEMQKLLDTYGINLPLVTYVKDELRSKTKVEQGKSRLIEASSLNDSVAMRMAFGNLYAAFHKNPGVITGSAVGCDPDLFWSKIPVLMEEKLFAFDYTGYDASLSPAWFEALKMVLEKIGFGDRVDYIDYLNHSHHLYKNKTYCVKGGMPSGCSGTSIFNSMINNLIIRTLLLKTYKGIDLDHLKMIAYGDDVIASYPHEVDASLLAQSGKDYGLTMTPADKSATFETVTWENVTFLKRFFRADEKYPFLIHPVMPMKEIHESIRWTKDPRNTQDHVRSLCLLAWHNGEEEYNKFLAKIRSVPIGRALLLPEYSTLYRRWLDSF
Polio RdRp inh FP z-score: further read-out of Polio RdRp inh, marked with its call; z-score; measured here: FP z-score; hits read low
An asterisk follows results filed as active; & = joins results of further samples. Not all compounds are listed. The share of hits here may be higher or lower than overall.

SMILES	Polio RdRp inh	Polio RdRp inh FP z-score
CCOC(=O)/C=C1\NC2(CCCC2)Cc2cc(OC)c(OC)cc21	102	0.2
COc1ccc(C)cc1CN(C)c1ncnc2ccccc12	98	-0.5
CNC(=S)Nc1cc2oc3ccccc3c2cc1OC	102	0
Cc1ccccc1NC(=O)COC(=O)c1ccccc1	100	0
CN1CCC(OC(=O)Cc2ccccc2)CC1	107	0.4
CCc1cc(C(=O)COc2ccc(Cl)cc2)c(O)cc1O	102	-0.3
CCn1cc(C(=O)N2CC(C)CC(C)C2)c(=O)c2cc(S(=O)(=O)N3CC(C)CC(C)C3)ccc21 (stereo not given)	103	0.6
Cc1nc(CC(=O)N=Nc2c(O)[nH]c3ccc(F)cc23)cs1	100	-0.2
CCc1ccc(-c2nc(CS(=O)CC(=O)NCCc3ccccc3)c(C)o2)cc1 (stereo not given)	99	-0.6
Cc1cccc(Cn2cc(C(=O)Nc3ccc(S(N)(=O)=O)cc3)ccc2=O)c1	109	0.2
CSc1nsc(SC)c1C(=O)N1CCN(S(=O)(=O)c2ccc(C)cc2)C1C(C)C (stereo not given)	102	0
CC(C(=O)NCCN1CCOCC1)(c1ccccc1)c1ccccc1	106	0.4
Cc1cccc(CC(=O)Nc2ccc3c(c2)OCCO3)c1	102	0.1
Cc1csc(SCC(=O)NC(=O)Cc2ccccc2)n1	105	0.4
Cc1cc(C(=O)COC(=O)c2ccc3c(=O)n4c(nc3c2)CCCCC4)c(C)n1C1CC1	105	0.2
C=CCOc1ccc(/C(O)=C2\C(=O)C(=O)N(CCCN3CCOCC3)C2c2ccc(OC)c(OC)c2)c(C)c1 (stereo not given)	101	-0.1
CC(C)=CC(=O)Nc1ccc(Cl)cc1	104	0
CCOc1ccc(OCC)c(Nc2nc3ccc(Cl)cc3n3cnnc23)c1	109	0.7
Cc1cccc(-c2nc3c4ccccc4nc(N4CCN(c5ccc(F)cc5)CC4)n3n2)c1	102	-0.7
O=C(CN1CCN(c2ccc(C(F)(F)F)cn2)CC1)NC1CCCc2ccccc21 (stereo not given)	103	0.1
O=c1[nH]c2ccccc2n1CN1CCOCC1	110	0.1
Cn1cccc1Cc1nnc(SCC(=O)Nc2ccccc2C(F)(F)F)n1-c1ccc(F)cc1	102	0.2
COc1ccccc1N1CCN(S(=O)(=O)c2c(C)sc3ncn(CC(=O)Nc4ccc(C(F)(F)F)cc4)c(=O)c23)CC1	109	0.7
CC1Cc2ccccc2N1C(=O)Nc1cccc(F)c1 (stereo not given)	101	-0.4
CCOC(=O)c1noc2nc(C)n(CC(=O)Nc3cc(Cl)ccc3OC)c(=O)c12	104	-0.6
CCn1cc(C(=O)N2CCN(c3cc(Cl)ccc3C)CC2)c(=O)c2cc(S(=O)(=O)N3CCCC3)ccc21	104	0
CC(=O)NC1=NN(C(C)=O)C2(CCCC2)S1	100	-0.1
Cc1ccc(NS(=O)(=O)c2c(C)nc3sccn3c2=O)c(Cl)c1	109	0.9
c1cc(CN2CCCCC2)n(-c2nnc(N3CCCCCC3)s2)c1	102	0.6
Cc1ccccc1NC(=O)c1cc2cccc3c2n1CC(C)S3 (stereo not given)	102	-0.4
CCC(=O)C1=C(c2ccc(Cl)cc2)N(C(=O)CC)n2c(C)nnc2S1	100	-1.1
Cc1ccc(CN2CCN(CC(=O)NCc3ccc4c(c3)OCO4)C2=O)cc1	105	1
c1ccc(-n2nnnc2Oc2ccc(-n3ccnc3)cc2)cc1	105	0.1
Cc1oc(-c2ccccc2)nc1C(=O)OCc1cc(=O)oc2cc3c(cc12)CCC3	103	0.7
COC(=O)/C(C#N)=C/c1ccc(C)o1	102	0.5
CCOc1ccc(-c2nnc(NC(=O)Nc3ccccc3)o2)cc1	103	0.1

Another view of part of the listing above.
canonical_smiles | Polio RdRp inh | Polio RdRp inh FP z-score
c1ccc(-n2nnnc2Oc2ccc(-n3ccnc3)cc2)cc1 | 105 | 0.1
c1cc(CN2CCCCC2)n(-c2nnc(N3CCCCCC3)s2)c1 | 102 | 0.6
COC(=O)/C(C#N)=C/c1ccc(C)o1 | 102 | 0.5
Cc1oc(-c2ccccc2)nc1C(=O)OCc1cc(=O)oc2cc3c(cc12)CCC3 | 103 | 0.7
CCn1cc(C(=O)N2CCN(c3cc(Cl)ccc3C)CC2)c(=O)c2cc(S(=O)(=O)N3CCCC3)ccc21 | 104 | 0

More structures
SMILES	Polio RdRp inh	Polio RdRp inh FP z-score
C/C(=N\NC1=NCCCN1)c1ccccc1	102	0.3
CCN1C(=O)S/C(=C\C(=O)O)C1=O	106	1.1
CCC1CCCCN1C(=O)Cn1c(=O)n(-c2cc(F)ccc2F)c(=O)c2sccc21 (stereo not given)	100	-0.6
Cc1oc2c(F)c(F)c(F)c(F)c2c1C(=O)NC1CCCCCC1	103	-0.1
C=CCn1c(Cc2ccc(OC)c(Cl)c2)n[nH]c1=S	103	0.5
O=C(NC1CCCCC1)c1cc(-c2ccc(Cl)cc2)n[nH]1	105	1.3
Cc1cc(OCC(=O)NC2CCCCCC2)no1	106	0.3
COc1ccc(C(=O)CC(=O)c2ccccc2O)cc1	103	0.3
Cc1nn2c(C)c(C(=O)N3CCN(c4ccccc4F)CC3)cnc2c1-c1ccc(F)cc1	108	0.2
COc1ccc(-c2nc(C)c(CCNS(=O)(=O)c3cc(Cl)ccc3Cl)s2)cc1	104	-0.9
Cc1cccc2nc(-c3ccc(N(C)C)cc3)c(Nc3ccc4c(c3)OCO4)n12	103	-0.1
COc1ccc(Cl)cc1NC(=O)C(C)Oc1ccc(NC(=O)c2ccco2)cc1 (stereo not given)	104	0.2
COc1cccc2cc(C(=O)NCCN(C)C)c(=O)oc12	99	-1.3
Cc1cccc(N2CCN(C(=O)c3cn(CC(C)C)c(=O)c4c3c3ccccc3n4C)CC2)c1C	108	0.6
COCCn1ccc2c(OCC(=O)Nc3cccc(OC)c3)cccc2c1=O	103	-0.8
CNc1ccc2nnc(CCNC(=O)c3ccccc3)n2n1	99	-0.6
Cc1cc(C)n2nc(SCCC(=O)NCc3c(F)cc(F)cc3F)nc2n1	99	-1.2
N#Cc1ccccc1NC(=O)Cn1cnc2onc(-c3cccc(F)c3)c2c1=O	112	1.1
CN(CC(=O)Nc1ccccc1N1CCOCC1)Cc1ccc(Cl)cc1	96	-0.7
CCCC1c2ccsc2CCN1C(=S)Nc1ccc(Cl)cc1Cl (stereo not given)	109	0.9
CC(=O)Nc1nnc(SCc2cc(=O)n3ccsc3n2)s1	101	0.2
O=C(CSCC(=O)c1ccc(-c2ccccc2)cc1)Nc1ccc2ccccc2c1	99	-0.6
Cc1ccc(NC(=O)Cn2c(=O)n(CC3CCCO3)c(=O)c3ccccc32)cc1 (stereo not given)	105	-0.2
Cc1ccc(CCNC(=O)CN2C(=O)COc3ccc(S(=O)(=O)N4CCCC4)cc32)cc1	115	1.5

Arranged by number of heavy atoms (ascending): part of the list above
SMILES	Polio RdRp inh	Polio RdRp inh FP z-score
COc1cccc2cc(C(=O)NCCN(C)C)c(=O)oc12	99	-1.3
CN(CC(=O)Nc1ccccc1N1CCOCC1)Cc1ccc(Cl)cc1	96	-0.7
Cc1cc(C)n2nc(SCCC(=O)NCc3c(F)cc(F)cc3F)nc2n1	99	-1.2
COCCn1ccc2c(OCC(=O)Nc3cccc(OC)c3)cccc2c1=O	103	-0.8
N#Cc1ccccc1NC(=O)Cn1cnc2onc(-c3cccc(F)c3)c2c1=O	112	1.1
Cc1ccc(CCNC(=O)CN2C(=O)COc3ccc(S(=O)(=O)N4CCCC4)cc32)cc1	115	1.5
Cc1cccc(N2CCN(C(=O)c3cn(CC(C)C)c(=O)c4c3c3ccccc3n4C)CC2)c1C	108	0.6

Later entries.
SMILES	Polio RdRp inh	Polio RdRp inh FP z-score
O=C(CSc1nnc(-c2ccccc2)o1)N1CCCc2ccccc21	102	-0.8
COc1cccc(NC2CC(=O)N(c3c(C)cccc3C)C2=O)c1 (stereo not given)	105	0.5
COc1cccc(OCc2nc3ccccc3n2CCOc2ccccc2C)c1	106	-0.1
CC(C)NC(=O)CN1CCN(c2ccc(F)cc2)CC1	105	1.8
CC1(C)CN=C(Nc2ccc(C(F)(F)F)cc2)S1	103	1.3
Cc1ccccc1Nc1c(-c2ccc(Br)o2)nc2ccc(Cl)cn12	104	-1.2
c1nc(N2CCN(Cc3ccc4c(c3)OCO4)CC2)c2ccsc2n1	99	-0.5
CCC(Sc1nc(Nc2ccc(F)cc2)c2ccccc2n1)C(=O)Nc1ccc2c(c1)OCO2 (stereo not given)	106	1.8
O=C(O)C1CCC(CNS(=O)(=O)c2ccc(Br)cc2)CC1 (stereo not given)	100	-0.4
Cc1ccc(OCCNC(=O)c2sc(C)nc2C)cc1	103	0.8
CCOC(=O)NN=C1CC(C)(C)NC(C)(C)C1	102	0.1
O=C(NCc1ccc(Cl)cc1)C(=O)NCC(c1ccco1)S(=O)(=O)c1cccs1 (stereo not given)	110	0.6
O=C(NC1CCCCCC1)c1ccc2c(c1)sc1nc(-c3ccc(F)cc3)cn12	96	-2.1
c1cnc2nc(CN3CCCC3)cn2c1	103	0.2
Cc1cc(Cl)ccc1OC(C)C(=O)N1CCN(c2ccccc2F)CC1 (stereo not given)	102	-0.1
O=C(NC(=O)C1CCCCC1)Nc1ccc(Cl)cc1	103	0
CC1=NCCc2c1[nH]c1cc(O)ccc21	72&63	-2.8&-8.2
Nc1c(-c2nc(-c3ccc4c(c3)OCO4)cs2)c2ccccn2c1C(=O)c1ccc(Cl)cc1	102	-0.9
COC(=O)c1cc(NC(=O)CCc2c(C)nc3c4c(C)cc(C)nc4nn3c2C)cc(C(=O)OC)c1	102	-0.3
COc1ccc(C(=O)NCCS(=O)(=O)N2CCc3ccccc3C2)cc1OC	108	0.4
COc1ccc(-c2cc3ncc(C(=O)c4cc([N+](=O)[O-])ccc4O)cn3n2)cc1	102	-0.9
c1ccc(CNc2cc(-c3ccccc3)nc3nncn23)cc1	102	-0.7
NC(=S)N1CCOCC1	101	-0.2
COc1ccc(S(=O)(=O)NCC(c2cccs2)S(=O)(=O)c2ccc(C)cc2)cc1F (stereo not given)	109	0.6
O=C(CCCSc1nc(-c2ccco2)cc(C(F)(F)F)n1)NCC1CCCO1 (stereo not given)	101	-0.1
O=c1[nH]c2ccsc2c(=O)n1CCO	101	-0.3
COc1ccc(CCNC(=O)CC#N)cc1OC	105	1.6
COc1ccc(C2N(c3ccccc3)OC(=O)N2c2ccccc2)cc1 (stereo not given)	101	0
c1ccc(-c2nnc(CN3CCCCC3)o2)cc1	101	0
CC1C/C(=C\C=C\N(C)C)C(=O)/C(=C/C=C/N(C)C)C1 (stereo not given)	72	-8.2
Cc1ccc(C(O)(C(F)(F)F)C(F)(F)F)o1	104	1.5
CC1(C)CC(NC(=O)C23CCC(C)(C(=O)C2)C3(C)C)CC(C)(C)N1 (stereo not given)	106	0.3
COc1ccccc1-c1noc(-c2ccc(N(C)Cc3ccccc3)c([N+](=O)[O-])c2)n1	109	0.4
C#CC(CC)(CC)NC(=O)Cc1n[nH]c(=O)c2ccccc12	111	0.3
COC(=O)c1ccc(OCC2c3cc(OC)c(OC)cc3CCN2C(=O)c2ccccc2F)cc1 (stereo not given)	109	0.4
COc1cc(C(=O)Nc2ccc3c(c2)N(C2CCCC2)C(=O)c2ccccc2S3)cc(OC)c1OC	101	-0.9
C#CCOc1cccc(CN(C)C(C)c2ccco2)c1 (stereo not given)	104	0.9
COc1ccc(-c2nc(C#N)c(N3CC(C)CC(C)C3)o2)cc1 (stereo not given)	99	-0.2
O=C(Nc1ccccc1OC(F)F)C1=NN(c2nc3ccccc3[nH]2)C(=O)CC1	43	-7.7
CCN(CC)S(=O)(=O)c1ccc2c(c1)N(CC(=O)N1CCN(c3ccc(OC)cc3)CC1)C(=O)CO2	106	0
CC(=O)Nc1nc(N(C)C)nc(N(C)C)n1	102	0.3
CCOC(=O)c1cc(S(=O)(=O)Nc2cc(OC)ccc2OC)[nH]n1	99	-1.8
Cc1cc(N=CNOC(=O)c2nn(-c3ccccc3)nc2C)no1	104	0.7
O=C(O)CCNC(=O)c1ccc(NC(=O)Cc2ccc(Cl)cc2)cc1	101	0
CC(C)Sc1n[nH]c(=S)s1	88*	-1.3*
Cc1ccc(-n2nc(C)c(/C=N/NC(=O)Cc3csc(C)n3)c2Cl)cc1	102	-0.3
Clc1nnc(N/N=C/c2ccccc2)c2ccccc12	100	0.1
O=C(CSc1cccc2cccnc12)NCc1ccccc1	122	2.3
c1ccc2[nH]c(SCCSc3nc4ccccc4[nH]3)nc2c1	105	0.9
Cc1cccc(NS(=O)(=O)c2ccc(C(=O)NC3=NCCS3)cc2)c1C	104	0.2
Cc1ccc2[nH]c(=S)oc2c1	99	-0.3
C[C@H](NC(N)=O)C(=O)N1CCc2ccccc21	104	0.1
O=C(CSc1c2c(nc3ccc(Cl)cc13)CCCC2)N1CCN(c2ccc(Cl)cc2)CC1	105	0.1
Cc1ccc(-n2nnnc2SCC(=O)NCCc2ccccc2)cc1C	105	0.4
COc1cc(C(=O)Nc2ccc(-c3nc4cc(C)c(C)cc4o3)cc2)cc(OC)c1OC	105	0.2
COc1cccc(C(=O)NCc2cn3cccc(C)c3n2)c1	112	0.3
CC(C)N(Cc1ccc(N(C)C)cc1)C(=O)c1sc2ccccc2c1Cl	110	0.8
O=C(CSc1nnc(-c2ccccc2)n1-c1ccccc1)NC1CC1	106	0.4
Cc1cccc(N(CC(=O)Nc2cccc(Cl)c2C)S(C)(=O)=O)c1C	104	-0.2
Cc1ccc(-c2cccc(-n3c(C)ccc3-c3cccc(N)c3)c2)o1	101	0.1

(listing goes on)
SMILES	Polio RdRp inh	Polio RdRp inh FP z-score
COc1ccc(N2CCN(c3ncccc3-c3nc(-c4ccccc4C)no3)CC2)cc1	108	0
Cc1ccc(C2=NS(=O)(=O)N(C)C(C(=O)Nc3sc4c(c3C(N)=O)CCCC4)=C2)cc1	94	-2.8
CC1CCN(c2ncnc3c2cnn3C)CC1	100	-0.4
COc1ccc(N(Cc2cccs2)C(=O)c2ccc(OCC(C)C)cc2)cc1	99	-0.5
COc1ccc(OCC(=O)N2CCN(c3cccc(C(F)(F)F)c3)CC2)cc1	105	0.3
CCSc1nc2c([nH]c3ccccc32)c(=O)n1-c1ccc(F)cc1	104	-0.7
Oc1ccccc1CNC1CCN(Cc2ccccc2)CC1	105	0.2
